Casp1 inh – blocks human caspase-1 allosterically or competitively. P29466. Caspase-1 enzyme, Ac-WEHD-AFC fluorogenic rate. Potency, µM (highest dose often 57.5 µM), inactives show top-dose activity change, negative = inhibition, most hits filed as inhibitors. 75,000 tested, 0.03% active;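 note: potency is the fitted concentration of half-maximal effect; plate controls were vehicle for no effect and no substrate for full effect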
Target sequence (P29466 120-297 limits assumed): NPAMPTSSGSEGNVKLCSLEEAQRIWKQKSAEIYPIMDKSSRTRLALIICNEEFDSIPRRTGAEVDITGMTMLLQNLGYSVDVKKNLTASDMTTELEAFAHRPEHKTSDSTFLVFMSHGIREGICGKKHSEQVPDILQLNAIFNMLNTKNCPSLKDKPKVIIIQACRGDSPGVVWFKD
Target sequence (P29466 317-404 limits assumed): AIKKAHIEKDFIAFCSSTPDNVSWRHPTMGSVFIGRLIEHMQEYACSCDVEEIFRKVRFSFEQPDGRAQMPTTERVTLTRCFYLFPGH
FLuc inh – inhibitors of firefly luciferase; P08659; purified firefly luciferase, luminescence, 8 min; Potency, µM (doses to about 57.1 µM), for inactives: at the highest dose activity change, negative = inhibition, usual class: inhibitors; 72,000 tested, 2.2% active; AID 411; note: potency is the fitted concentration of half-maximal effect; % is set by controls: 0 for no effect and ±100 for the full control effect; nearly all actives have a fitted effect of over 40% in size
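Titration-based qHTS; buffer 50 mM imidazole pH 7.2, 50 mM KCl, 7 mM MgCl2, 10 uM ATP, 0.01% Tween 20, 0.05% BSA; luciferase/luciferin detector mix added after compound; 8 min, ambient; luminescence.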
BRCT PPI green – blocks human BRCA1 BRCT binding to phosphopeptide, green readout; BRCA1 BRCT-phosphopeptide binding, green fluorescence polarization; 75,000 tested, 0.05% active; Potency, µM (doses to about 76.9 µM), without a hit: top-dose activity change, negative = inhibition, usual class: inhibitors;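 note: potency is the fitted concentration of half-maximal effect; plate controls were peptide without protein for full effect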
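Compounds were incubated for 12 min at room temperature with a complex of 100 nM fluorescein-tagged pBACH1 decapeptide and 250 nM His-tagged BRCT protein. Buffer was phosphate pH 7.3 with EDTA, DTT and Tween 20. Disruption of binding lowers the polarization signal.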
HEK293 cAMP ctrl – raises cAMP in parental HEK293 cells, TSHR agonist counter-screen. parental HEK293 CNG cAMP sensor, membrane potential fluorescence. Potency, µM (titrated, usually from 57.1 µM), without a hit: top-dose activation, actives largely listed as activators. 73,000 tested, 2.5% active; note: potency is the fitted concentration of half-maximal effect; % of control where 0% means no effect; nearly all actives have a fitted effect of over 55% in size
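Parental HEK 293 cells stably expressing a modified CNG channel (no TSHR) report cAMP rise as membrane depolarization. Membrane potential dye with 100 uM RO 20-1724 was loaded for 60 min at room temperature, then compound added for 30 min; fluorescence read at 590 nm.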
Caspase-7 inhib – caspase-7 (human) inhibition, allosteric or competitive; P55210; recombinant caspase-7, Ac-DEVD-AFC fluorescence rate; Potency, µM (doses to about 57.5 µM), for the others: top-dose activity change, negative = inhibition, actives largely listed as inhibitors; 75,000 tested, 0.02% active; AID 889; active = well fitted inhibition curve with a large enough effect in the main read-out, with a control signal flat, not every such curve was filed as active; inconclusive = small, poorly fitted or top-dose-only effect, or a change in a side signal; note: potency is the fitted concentration of half-maximal effect; % of control where 0% means no effect
BRCT inh red – BRCT-phosphoprotein interaction inhibition (red fluorophore) | BRCT-phosphopeptide binding, red fluorescence polarization | Potency, µM (titrated, usually from 76.9 µM), for the others: at the highest dose activity change, negative = inhibition, usual class: inhibitors | 75,000 tested, 0.03% active | AID 892; note: % is set by controls: 0 for no effect and ±100 for the full control effect
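Fluorescence polarization: 100 nM His-tagged BRCA1 BRCT with 100 nM TAMRA-labelled phospho-BACH1 decapeptide, phosphate buffer pH 7.3 with 150 mM NaCl, DTT, 0.01% Tween 20; 12 min RT. Binding inhibition seen as FP decrease.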
A350 autofl – compounds fluorescent in Alexa 350 spectral region | Compound autofluorescence, 340/450 nm, Alexa 350 dye-equivalents; hits give high values | max dye-equivalent concentration, M | 59,000 tested, 11% active; in the data active = max dye-equivalent concentration above about 10 nM; inconclusive = mostly about 1.1 nM to 9.6 nM
USP2a inh – USP2a (human) protease inhibition; Potency, µM (top dose mostly 38.3 µM), for the others: at the highest dose activity change, negative = inhibition, actives largely listed as inhibitors; 60,000 tested, 0.1% active; O75604; USP2a enzymatic assay, qHTS inhibition;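 note: potency is the fitted concentration of half-maximal effect; nearly all actives have a fitted effect of over 60% in size; plate controls were DMSO for no effect and NEM full inhibition control for full effect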
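Coupled readout: USP2-cleaved Ub-PLA2 (20nM final) turns over NBD C6-HPC (20uM final), Ex 460nm/Em 535nm after 2.5 h, time-zero read flagging artifacts. Enzyme (20nM final, pH 8.0 Tris) given 30 min RT with compound first; NEM defines full inhibition.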
Tau filament bind – binders of human tau filaments | 71,000 tested, 2% active | AID 596 | recombinant tau filaments, thioflavin S fluorescence, 15 h; filaments grown with octadecylsulfate alongside compound | Potency, µM (series often up to 57.1 µM), for the others: at the highest dose activity change, negative = inhibition;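 note: potency is the fitted concentration of half-maximal effect; % is set by controls: 0 for no effect and ±100 for the full control effect; actives lower thioflavin S fluorescence by blocking filaments or displacing dye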
Target sequence (P10636 whole entry, looked up): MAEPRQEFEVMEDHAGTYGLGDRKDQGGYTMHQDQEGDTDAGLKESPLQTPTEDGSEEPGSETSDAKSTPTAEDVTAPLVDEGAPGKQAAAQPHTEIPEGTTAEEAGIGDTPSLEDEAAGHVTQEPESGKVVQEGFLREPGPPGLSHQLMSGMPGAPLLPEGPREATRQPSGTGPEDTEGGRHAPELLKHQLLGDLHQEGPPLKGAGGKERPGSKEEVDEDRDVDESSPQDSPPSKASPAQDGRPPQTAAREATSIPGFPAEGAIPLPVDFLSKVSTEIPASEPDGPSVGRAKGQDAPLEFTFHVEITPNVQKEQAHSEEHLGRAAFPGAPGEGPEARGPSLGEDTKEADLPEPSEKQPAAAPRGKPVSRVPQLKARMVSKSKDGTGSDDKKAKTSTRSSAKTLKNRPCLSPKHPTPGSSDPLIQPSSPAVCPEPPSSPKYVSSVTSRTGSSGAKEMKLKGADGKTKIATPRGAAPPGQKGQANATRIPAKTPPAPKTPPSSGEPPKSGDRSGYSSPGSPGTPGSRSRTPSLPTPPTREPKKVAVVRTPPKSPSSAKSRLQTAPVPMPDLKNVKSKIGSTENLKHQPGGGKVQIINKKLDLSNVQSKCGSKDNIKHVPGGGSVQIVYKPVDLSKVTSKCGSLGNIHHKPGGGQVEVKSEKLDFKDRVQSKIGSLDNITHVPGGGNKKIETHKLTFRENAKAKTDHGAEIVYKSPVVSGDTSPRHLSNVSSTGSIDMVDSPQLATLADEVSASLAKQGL
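Read-out: ThS fluorescence, 450 nm excitation/510 nm emission; lower signal marks blocked filament formation or displaced dye. Tau at 1 uM with 30 uM ODS, 10 uM ThS, 5 mM DTT, 100 mM NaCl, 10 mM HEPES pH 7.4; 15 h, 37 C.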
CRE Fsk mod – CRE-bla signaling modulation under forskolin stimulation | CHO CRE-bla reporter (cAMP response element driving beta-lactamase), forskolin EC10, beta-lactamase ratio | Potency, µM (series often up to 38.2 µM), without a hit: top-dose activity change, negative = inhibition, most hits filed as activators | 71,000 tested, 2.5% active; active = well fitted activation curve with a large enough effect in the signal ratio, with a control signal flat, not every such curve was filed as active; inconclusive = small, poorly fitted or top-dose-only effect, or effect the other way, or a change in a side signal; the % refers to the signal ratio; note: potency is the fitted concentration of half-maximal effect; % of control where 0% means no effect
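Titrated compounds plus EC10 NKH 477 on CHO CRE-bla cells, 3 h, 37 °C. CCF4, 2 h RT. Ratio 460/530 nm → AC50.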
ERK AVP block – vasopressin-driven ERK pathway inhibition | Potency, µM (highest dose often 57.5 µM), inactives show top-dose activity, negative = inhibition, actives largely listed as inhibitors | 72,000 tested, 0.99% active | HEK293-V1b, vasopressin-stimulated pERK AlphaScreen; note: potency is the fitted concentration of half-maximal effect; % is set by controls: 0 for no effect and ±100 for the full control effect; nearly all actives have a fitted effect of over 55% in size
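Overnight-seeded V1b-HEK293 cells in 1% FBS got compound, then vasopressin (25 nM final, 5 min, 37C), then lysis buffer. AlphaScreen detection of phospho-ERK; activity normalized to basal and full-stimulation controls.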
* hit, by the source's call; i = inactive; ? = inconclusive; . = no result given; [ ] = remark or other dose. Unless noted, calls come from the whole dose curve; as a rule, active = well fitted curve in the direction sought with a large enough effect; inconclusive = small, poorly fitted or top-dose-only effect, or another doubt; inactive = no such curve, though single readings can be large; an effect the other way counts as inactive or inconclusive.

SMILES	Casp1 inh	FLuc inh	BRCT PPI green	HEK293 cAMP ctrl	Caspase-7 inhib	BRCT inh red	A350 autofl	USP2a inh	Tau filament bind	CRE Fsk mod	ERK AVP block
Cc1ccc2c(c1)C1CN(C)CCC1N2CC(=O)N(C)c1ccccc1 (stereo unspecified)	-1%	1%	-2.9%	8%	0%	0.7%	i	3%	-17%	-1%	-7%
Nc1nc(-c2ccccc2)cs1	-3%	.	-2.2%	-1%	-5%	0.0%	.	.	4%	-2%	-20%
CCCCCC1=C2CNC(CCC)(C(=O)OC)C=C2C(C)C1=O (stereo unspecified)	-12%	.	-5.5%	?	-20%	-1.0%	.	.	20%	-9%	33%
CN(CCCNC(=O)C1CCN(S(=O)(=O)c2cccc3nsnc23)CC1)Cc1ccccc1	0%	4%	0.1%	-8%	0%	0.8%	i	11%	-26%	-8%	2%
COc1ccccc1Oc1ccccc1C(=O)O	-8%	3%	-1.1%	3%	3%	0.8%	.	-6%	2%	-3%	7%
COCCN1C(=O)C(=O)/C(=C(/O)c2cccc(OC)c2)C1c1ccc(C)o1 (stereo unspecified)	-2%	0%	-3.6%	0%	2%	1.7%	i	-3%	30%	0%	-7%
O=C(NCc1ccc2c(c1)OCO2)c1ccc(NC(=O)C2CCCO2)cc1 (stereo unspecified)	1%	-3%	-5.6%	-4%	0%	-1.6%	i	-6%	-5%	0%	17%
COc1cccc(-c2nnc(SCC(=O)OC(C)C)n2N)c1	-2%	5%	-4.3%	11%	-1%	0.3%	i	3%	4%	5%	-1%
CCC(c1nnnn1CCOC)N1CCN(Cc2ccccc2)CC1 (stereo unspecified)	0%	-2%	-0.5%	29%	4%	1.8%	i	.	-16%	-2%	-3%
Cc1ccc(S(=O)(=O)N2CCCN(S(=O)(=O)c3ccc(C(F)(F)F)cc3)CC2)cc1	1%	1%	-3.2%	1%	0%	-0.3%	i	-3%	-24%	2%	-7%
O=C(c1cccc(Cl)c1)N1CCN(Cc2ccccc2F)CC1	-2%	0%	0.8%	14%	-1%	-1.7%	i	1%	5%	?	-9%
CCc1ccc2[nH]c(=O)c(CN(CCCN3CCOCC3)C(=O)Nc3ccccc3)cc2c1	-1%	2%	-0.2%	1%	-1%	0.4%	i	26%	3%	?	15%
COc1ccc(N2CCN(C(=O)CSc3ccccc3)CC2)cc1	-1%	-2%	-1.4%	-1%[11.4 µM]	1%	-0.6%	.	4%[7.66 µM]	-5%[11.4 µM]	?	-9%
CCc1nnc(NC(=O)CSc2nc3ccccc3s2)s1	-5%	3%	0.5%	?	-1%	-1.7%	i	38%[activator]	190%	?	-25%
COc1ccc(OC)c(NC(=O)CSc2nc(N)c(-c3ccccc3)c(=O)[nH]2)c1	0%	0%	3.2%	9%	0%	-3.0%	i	4%	-6%	13µM*	-26%
Cc1ccc2[nH]c(=O)c(CN(CC3CCCO3)S(=O)(=O)c3cccc4nsnc34)cc2c1 (stereo unspecified)	-1%	1%	1.3%	0%	-1%	-0.7%	i	24%	?	14%	-3%
O=S(=O)(O)c1ccc(N=Nc2ccc3c(S(=O)(=O)O)cccc3c2O)c2ccccc12	-1%[11.5 µM]	-16%[11.4 µM]	-2.8%[15.4 µM]	4%[11.4 µM]	-3%[11.5 µM]	1.0%[15.4 µM]	i	.	-8%[11.4 µM]	-1%[7.6 µM]	-21%[11.5 µM]
C=CCn1c(Cc2cccs2)nnc1SCC(=O)Nc1ccc(OC)c(OC)c1	1%	-3%	-2.8%	5%	-1%	-0.8%	i	15%	2%	18%	2%
Cc1nnc2sc(-c3cccc(NC(=O)c4ccc(-c5cccc(Cl)c5)o4)c3)nn12	0%	-2%	0.0%	29%	-3%	-0.1%	1.7e-08M*	38%[activator]	92%	15%	-18%
NC(N)=NC[C@@H]1COC2(CCCCC2)O1	-1%[25.7 µM]	-3%[25.5 µM]	-1.6%[34.4 µM]	-4%[25.6 µM]	5%[25.7 µM]	0.3%[34.4 µM]	i	-7%[17.1 µM]	-1%[25.6 µM]	0%[17.1 µM]	15%[25.7 µM]
c1ccc(Nc2ncnc3ccc(-c4ccoc4)cc23)cc1	-4%	-1%[2.29 µM]	0.3%	?	-11%	0.3%	i	200%[activator]	?	?	-18%
Cn1c(=O)n(C/C=C/c2ccccc2)c(=O)c2c1nc1n2CCCN1c1ccc(F)cc1	-4%	3%	-2.2%	-10%	0%	-1.2%	i	30%[activator]	-3%	?	0%
CN(C)CCN(C)Cc1ccc2c(c1)Cc1ccccc1-2	-2%	1%	-2.0%	?	0%	0.3%	.	-2%	-26%	1%	-7%
Cc1nnc(NC2(C(F)(F)F)C(=O)Nc3c2c(=O)n(C)c(=O)n3C)s1 (stereo unspecified)	-1%	0%	-1.7%	4%	1%	-1.9%	i	-5%	-3%	-5%	-5%
C[C@@H](C(=O)NCc1ccccn1)[C@H]1C[C@]1(C)[C@H](NC(=O)OCc1ccccc1)c1ccccc1	-3%	.	-3.2%	?	-2%	-1.9%	.	.	-2%	-3%	-23%
CCOC(=O)c1oc2cccc(O)c2c1CN1CCOCC1	0%	5%	-3.0%	20%	0%	-1.6%	i	6%	-7%	13µM*	-11%
O=C(Nc1ccc2c(c1)OCO2)C1CCCN(c2nc3ccccc3s2)C1 (stereo unspecified)	?	0%	-4.4%	-4%	-24%	-21%	1.5e-08M*	12%	13µM*	?	29%
CCc1c2c(nc3cccc(SC)c13)COC2	?	.	2.1%	?	-28%	3.8%	.	.	25%	?	?
O=C(CCN1C(=O)COc2ccccc21)NCc1ccco1	-1%	2%	-0.4%	4%	-2%	0.7%	i	-9%	6%	-2%	-10%
Cc1cc(C)n2nc(SCn3nnc4ccccc4c3=O)nc2n1	2%	3%	-0.1%	-2%	-1%	1.8%	i	9%	-3%	13µM*	6%
COc1ccc(-n2c(Cc3cccn3C)nnc2SCC(=O)Nc2cccc(F)c2)cc1	-1%	-1%	1.6%	0%	-7%	0.6%	.	.	12%	-13%	-29%
CN(C)c1ccc(C(=S)N2CCOCC2)cc1	-4%	2%	5.8%	4%	-2%	2.4%	.	2%	-12%	11%	-12%
CCC(C)(C)NC(=O)C(c1ccco1)N(C(=O)c1csnn1)c1cccc(F)c1 (stereo unspecified)	-1%	2%	-3.1%	11%	-1%	-1.8%	i	19%	-8%	0%	-7%
Brc1ccc(-c2noc(COc3ccc4c(c3)CCC4)n2)o1	1%	3%	-0.6%	?	-4%	1.0%	.	.	-16%	3%	47%[activator]
N#Cc1cccc(NC(=O)NCCc2c[nH]c3ccccc23)c1	3%	-1%	-1.5%	-5%	-3%	0.3%	.	.	1%	?	9%
CCOc1cc(-c2noc(CCC(=O)N3CCOCC3)n2)ccc1OC	-1%	0%	-1.4%	1%	-3%	-0.1%	i	-4%	-4%	?	-15%
N#Cc1nc(-c2ccc(OCc3ccccc3)cc2)oc1NCCCN1CCOCC1	-3%	-1%	-0.4%	-1%	-3%	0.6%	?	29%	137%	?	?
CC(C)c1nc(SCC(=O)Nc2ccc3c(c2)OCCO3)c2c(=O)n(C)c(=O)n(C)c2n1	-2%	4%	1.4%	1%	0%	2.0%	.	.	56%	?	.
COc1ccccc1-c1nccc(NCc2cccs2)n1	0%	1%[2.29 µM]	1.1%	?	2%	-2.9%	i	43%[activator]	-23%	-2%	?
CCOC(=O)N1CCN(C(=O)c2cnsn2)CC1	0%	0%	1.2%	3%	1%	-0.3%	i	1%	5%	?	4%
Cc1ccc(S(=O)(=O)N2CCCC2C(=O)n2nc(C)cc2C)cc1 (stereo unspecified)	0%	0%	1.1%	15%	2%	-0.1%	i	-8%	3%	3%	13%
COc1cc(OC)c(S(=O)(=O)N2CCCCC2)cc1S(=O)(=O)N1CCCCC1	-2%	4%	-1.0%	?	3%	0.5%	i	10%	8%	-5%	6%
CCOC(=O)C1CCN(C(=O)c2ccccc2Oc2ccccc2)CC1	0%	0%	-0.7%	?	-2%	-3.2%	i	5%	1%	4%	-28%
Nc1nc(SCc2ccccc2Cl)cc(C(=O)O)n1	3%[11.5 µM]	2%[11.4 µM]	0.5%[15.4 µM]	19%[11.4 µM]	0%[11.5 µM]	0.9%[15.4 µM]	i	.	4%[11.4 µM]	-1%[7.6 µM]	-5%[11.5 µM]
Cc1oc(-c2ccccc2F)nc1CN1CCC(C(=O)NCc2ccco2)CC1	-1%	-3%	2.6%	8%	-1%	0.9%	i	4%	-8%	-9%	-12%

Assay outcomes deposited in PubChem by National Center for Advancing Translational Sciences (NCATS).
